Source: PubChem
BRCA1 expr up = activators of BRCA1 expression | 380,000 tested, 1.1% active | AID 624202 | Potency, µM (series often up to 46.1 µM), without a hit: top-dose activation, hits mostly activators | MCF7-BRCA1-FFLuc reporter, luminescence, 48 h; response scale: scaled: vehicle 0%, 10 µM genistein 100%; also: nearly all actives have a fitted effect of over 80% in size; some results filed as inactive show a strong effect at the top dose
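Luminescence from a BRCA1-driven firefly luciferase in MCF7 cells was read after 48 h compound exposure at 37 C. Data normalized against DMSO and a 10microM genistein activation control, then curve-fitted across the titration.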
MBNL1-CUG inh = blocks human MBNL1 binding to CUG repeat RNA. Potency, µM (titrated, usually from 57.5 µM), without a hit: at the top dose activity change, negative = inhibition, actives largely listed as inhibitors. AID 2675. TR-FRET MBNL1-His/biotin-(CUG)12 binding, 665/545 ratio. 280,000 tested, 0.036% active. Q9NR56; active = well fitted inhibition curve with a large enough effect in the signal ratio, with a control signal flat, not every such curve was filed as active; inconclusive = small, poorly fitted or top-dose-only effect, or effect the other way, or a change in a side signal; inactive = no such curve, though single readings can be large or run the other way; the % refers to the signal ratio; also: % is scaled to controls: 0 for no effect and ±100 for the full control effect
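His-tagged MBNL1 binding to biotinylated (CUG)12 RNA was measured by TR-FRET using terbium anti-His antibody (0.055 ng/ul final) and streptavidin-XL665 (5 nM final). Compounds were titrated 92 nM to 58 uM; 60 min at room temperature.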
uPA generation = blocks generation of uPA at the cell surface | 330,000 tested, 0.31% active | Potency, µM (top dose mostly 38.3 µM), inactives show at the highest dose activity change, negative = inhibition, actives largely listed as inhibitors | AID 540303 | cell surface uPA generation assay, qHTS; active = well fitted inhibition curve with a large enough effect; inconclusive = small, poorly fitted or top-dose-only effect; inactive = no such curve, though single readings can be large or run the other way; tested in mouse RAW 264.7 cells; also: % is scaled to controls: 0 for no effect and ±100 for the full control effect; nearly all actives have a fitted effect of over 55% in size
RORgamma inh = inhibitors of mouse ROR gamma transcriptional activity. P51450. Drosophila S2 Gal4-RORgamma UAS-luciferase reporter, 20 h. Potency, µM (titrated, usually from 53.6 µM), inactives show at the top dose activity change, negative = inhibition, most hits filed as inhibitors. 310,000 tested, 5.4% active. AID 2551; also: % is scaled to controls: 0 for no effect and ±100 for the full control effect; nearly all actives have a fitted effect of over 60% in size
Target sequence (P51450 whole entry, looked up, the tested form may be a part): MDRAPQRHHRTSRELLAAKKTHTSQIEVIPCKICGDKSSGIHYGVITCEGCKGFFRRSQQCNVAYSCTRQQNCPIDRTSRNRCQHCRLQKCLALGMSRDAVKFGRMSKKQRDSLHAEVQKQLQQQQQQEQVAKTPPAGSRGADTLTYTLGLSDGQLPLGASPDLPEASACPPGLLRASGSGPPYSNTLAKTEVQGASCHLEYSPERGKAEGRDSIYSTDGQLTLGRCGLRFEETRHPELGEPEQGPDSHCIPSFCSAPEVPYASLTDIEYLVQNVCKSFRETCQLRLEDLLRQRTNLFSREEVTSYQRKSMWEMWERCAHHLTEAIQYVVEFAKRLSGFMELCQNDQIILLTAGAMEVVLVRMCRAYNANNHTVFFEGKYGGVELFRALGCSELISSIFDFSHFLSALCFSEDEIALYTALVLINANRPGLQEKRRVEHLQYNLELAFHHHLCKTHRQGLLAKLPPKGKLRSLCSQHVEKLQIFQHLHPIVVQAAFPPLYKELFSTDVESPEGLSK
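Compounds are pin-transferred onto Drosophila Schneider cells expressing a copper-inducible Gal4–ROR gamma transactivation domain fusion. After 1 hr, copper sulfate is added to 700 uM final; luciferase is read 20 hr later.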
p53 reactivation = re-activators of mutant p53 | Potency, µM (highest dose often 92.2 µM), for the others: top-dose activity change, positive = activation, actives largely listed as activators | H1299 p53-A138V BP100-luciferase reporter, luminescence, 24 h | 320,000 tested, 0.063% active | AID 504706; also: % of control where 0% means no effect; nearly all actives have a fitted effect of over 45% in size
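H1299 (p53-null), stable ts p53-A138V + BP100-Luc; 1000 cells/well, Opti-MEM/10% FBS; cpd 4 pt, 1:5; 24 h, 37 deg C, 5% CO2; detection reagent 10 min RT; luminescence.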
NPC1 promoter act = activates the NPC1 promoter. Huh7 NPC1 promoter luciferase reporter, 24 h. Potency, µM (top dose mostly 9.22 µM), for the others: top-dose activation, actives largely listed as activators. 320,000 tested, 2.4% active. AID 485313;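 also: % of control where 0% means no effect; nearly all actives have a fitted effect of over 60% in size; reporter is driven by a mutant NPC1 promoter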
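Stable NPC1-promoter luciferase Huh7 line; cpd (DMSO) 24 h, 37 °C, 5% CO2; Amplite luciferase reagent 10 min RT; luminescence readout. qHTS format.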
VP16 counter = inhibits Gal4-VP16 luciferase reporter, ROR gamma counter-screen; Potency, µM (titrated, usually from 53.6 µM), for inactives: at the top dose activity, negative = inhibition, most hits filed as inhibitors; Drosophila S2 Gal4-VP16 UAS-luciferase, luminescence, 20 h; 310,000 tested, 3.5% active;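 also: Gal4-VP16 expression switched on by copper sulfate through the metallothionein promoter; % is scaled to controls: 0 for no effect and ±100 for the full control effect; nearly all actives have a fitted effect of over 50% in size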
ELG1 genotoxic = induces genotoxicity in HEK293T cells with luciferase-tagged ELG1. 330,000 tested, 1.3% active. Potency, µM (doses to about 46 µM), for the others: top-dose activity change, positive = activation, actives largely listed as activators. HEK293T ELG1-luciferase reporter, luminescence, 16 h; also: % of control where 0% means no effect; nearly all actives have a fitted effect of over 60% in size
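HEK293T cells expressing luciferase-tagged ELG1 were exposed to compound or DMSO vehicle for 16 hr at 37 °C and 5% CO2. Luciferase activity was then measured with ONE-Glo after 30 min at room temperature.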
Rab9 prom act = Rab9 promoter activation; Huh7 Rab9 promoter-luciferase reporter, luminescence, 24 h; Potency, µM (doses to about 9.22 µM), for inactives: at the top dose activation, negative = inhibition, most hits filed as activators; 320,000 tested, 2.8% active; AID 485297; also: % of control where 0% means no effect; nearly all actives have a fitted effect of over 60% in size
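Rab9 promoter-driven luciferase in stably transfected Huh7 cells; 1500 cells/well rested 2 h, exposed to compound in DMSO for 24 h at 37 °C, 5% CO2. Luminescence read 10 min after adding luciferase reagent at ambient temperature.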
FLuc counter = inhibits or activates purified firefly luciferase, miR-21 counter-screen. P08659. purified FLuc, Km substrates, luminescence inhibition. Potency, µM (titrated, usually from 57.5 µM), without a hit: at the top dose activity change, negative = inhibition, usual class: inhibitors. 360,000 tested, 6.9% active. AID 588342;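 also: plate controls were vehicle for no effect and reference inhibitor for full effect; nearly all actives have a fitted effect of over 55% in size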
Target sequence (P08659 whole entry, looked up): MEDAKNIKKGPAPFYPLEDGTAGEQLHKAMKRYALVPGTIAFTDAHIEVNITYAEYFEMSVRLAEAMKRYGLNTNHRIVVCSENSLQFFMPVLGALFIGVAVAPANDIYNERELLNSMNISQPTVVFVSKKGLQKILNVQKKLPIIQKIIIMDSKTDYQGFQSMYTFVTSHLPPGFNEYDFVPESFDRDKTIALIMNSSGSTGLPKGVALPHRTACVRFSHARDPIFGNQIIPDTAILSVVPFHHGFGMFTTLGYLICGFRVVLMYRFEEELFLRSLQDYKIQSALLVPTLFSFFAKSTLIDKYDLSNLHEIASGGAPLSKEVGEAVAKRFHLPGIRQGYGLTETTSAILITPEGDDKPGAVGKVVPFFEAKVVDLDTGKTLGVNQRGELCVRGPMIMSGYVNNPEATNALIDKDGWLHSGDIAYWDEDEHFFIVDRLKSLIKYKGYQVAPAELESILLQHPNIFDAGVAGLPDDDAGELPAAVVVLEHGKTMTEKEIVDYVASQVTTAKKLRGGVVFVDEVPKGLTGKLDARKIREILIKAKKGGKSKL
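Purified P. pyralis luciferase, 10 nM final, with Km-level 10 uM D-luciferin and 10 uM ATP in 50 mM Tris acetate pH 7.5, 10 mM Mg acetate, 0.01% Tween-20, 0.05% BSA; 6-point qHTS titration about 60 µM downward; luminescence read.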
Numbers without * were called inactive; u = inconclusive; x = not tested or not shown; [ ] = remark or other dose. Unless noted, calls follow the shape of the dose curve; as a rule, active = well fitted curve in the direction sought with a large enough effect; inconclusive = small, poorly fitted or top-dose-only effect, or another doubt; inactive = no such curve, though single readings can be large; an effect the other way counts as inactive or inconclusive. Potency is read from the fitted curve at half-maximal effect.

SMILES	BRCA1 expr up	MBNL1-CUG inh	uPA generation	RORgamma inh	p53 reactivation	NPC1 promoter act	VP16 counter	ELG1 genotoxic	Rab9 prom act	FLuc counter
O=C(COc1ccc(F)cc1)N1CCCc2ccccc21	38%	-4%	6%	4%	10%	-3%	2%	6%	-1%	-13%
O=C(Oc1ccc2c(c1)OCC2=O)c1ccc(Cl)cc1	-13%	-6%	5%	23%	2%	-6%	0%	0%	0%	u
CC1(C)Oc2ccc3ccc(=O)oc3c2/C(=C/Nc2cccc(O)c2)C1=O	0%	3%	0%	-20%	9%	-4%	u	-11%	-1%	-4%
CCCn1c(=S)[nH]c2cc(Cl)ccc21	0%	3%	-1%	5µM*	-1%	-4%	18µM*	4%	-4%	-2%
CC(=NCCCn1ccnc1)c1c(-c2ccccc2)[nH]n(-c2nc3ccccc3s2)c1=O	1%	4%	-8%	12%	5%	-5%	11%	-5%	-3%	-19%
Cc1ccc(NS(=O)(=O)c2ccc(CCC(=O)NC3CC3)cc2)cc1	4%	-3%	x	3%	-8%	1%	4%	1%	-4%	1%
O=C(CSc1nc(-c2ccccc2)nc2c1CCCC2)N1CCOCC1	0%	-8%	-1%	20%	0%	-5%	-12%	1%	-3%	-7%
CNc1oc(/C=C/c2ccccc2)nc1C#N	4%	29%	-6%	32%	u	u	u	u	3.2µM*	2.7µM*
CCOc1ccc2oc(C(=O)N(CC)CC(=O)Nc3ccc(NC(C)=O)cc3)c(C)c2c1	-32%	x	2%	x	2%	6%	x	2%	-2%	-7%
COC(=O)c1cc(NC(=O)CSc2nnc(CN3CCOCC3)n2C)ccc1Cl	-25%	-5%	2%	-6%	0%	-2%	10%	-8%	0%	1%
COc1ccc(Cc2nnc(SC)[nH]c2=O)cc1OC	-9%	-3%	-1%	24%	-3%	1%	1%	-2%	1%	2%
COC1=CC(=Cc2c(N)n3nc(CC(=O)N4CCOCC4)sc3nc2=O)C=C(OC)C1=O	0%	u	1%	-5%	-5%	1%	2%	4%	5%	-1%
CC(C)c1nc(NCCO)c2nnn(Cc3ccccc3)c2n1	-21%	-3%	-8%	15%	1%	0%	2%	5%	-12%	1%
CCN(C(=O)COC(=O)c1ccccc1SCC(=O)N1CCCC1)C1CCS(=O)(=O)C1 (stereo not drawn)	20%	x	2%	x	4%	-1%	x	-2%	-4%	-1%
COC(=O)CN1C(c2ccc(Cl)cc2)=Nc2ccc(Cl)cc2C1c1ccccc1 (stereo not drawn)	-58%	-15%	-6%	-28%	u	2%	u	-4%	-1%	-3%
COc1ccc(C(=O)OCC(=O)N2CCCCCC2)cc1S(=O)(=O)N1CCOCC1	-13%	x	-14%	x	-4%	0%	x	1%	-2%	3%
CCOc1cccc(-c2c(C(=O)N/N=C/c3ccco3)nnn2-c2nonc2N)c1	-2%	21%	2%	11µM*	-5%	-2%	25µM*	0%	-8%	1%
CCc1ccc(NC(=O)N(CCCOC(C)C)C2CCN(C(C)=O)CC2)cc1	0%	-3%	0%	16%	-1%	2%	-6%	-3%	2%	1%
COc1cccc(OCCNc2ccc([N+](=O)[O-])cn2)c1	13%	x	16%	x	-4%	3%	x	0%	-6%	-4%
S=C(Nc1ccccc1Cl)NC1CCCCCC1	27%	-3%	-17%	3.5µM*	6%	-1%	10µM*	3%	1%	u
CC1CCN(C(=O)CSc2nnc(CSc3ncccn3)n2C)CC1	2%	-5%	-6%	-28%	2%	5%	2%	-1%	5%	0%
O=C(O)c1ccc(NCCc2ccc(Cl)cc2)c([N+](=O)[O-])c1	0%	u	-1%	7%	9%	-4%	-2%	1%	-3%	u
COc1ccc2nc(N3CCCC(O)C3)c(C#N)cc2c1 (stereo not drawn)	u	u	-7%	u	u	u	u	u	27%	7.6µM*
COc1ccc(NC(=O)c2cc3cccc(OC)c3oc2=Nc2ccc(C(=O)O)cc2)cc1OC	20%	10%	-6%	0.45µM*	11%	-5%	u	6%	-7%	-1%
O=S1(=O)CC2SC(=S)N(c3ccccc3)C2C1 (stereo not drawn)	-7%	-3%	7%	0%	1%	1%	-4%	0%	-2%	-5%
CC(C)N(C)C1CCN(C(=O)Nc2ccc(Cl)c(Cl)c2)CC1	-5%	-4%	x	-18%	1%	-2%	0%	1%	0%	0%
O=C(Nc1ccc(NS(=O)(=O)c2ccc([N+](=O)[O-])cc2)cc1)c1ccco1	-13%	u	10%	-7%	-8%	-1%	-3%	-3%	0%	4%
CCN(CC)c1ccc(NC(=O)/C=C/c2cc(Br)ccc2OC)cc1	-59%	2%	6%	-6%	9%	-8%	-22%	2%	-5%	0%
COc1ccc(-n2nc3c(c2NC(=O)c2cc4ccccc4o2)CS(=O)(=O)C3)cc1	-4%	1%	-1%	5%	-19%	-4%	-1%	2%	4%	-5%
CC(C)OCCCNC(=O)c1cccs1	7%	-9%	x	4%	-1%	2%	-3%	5%	-6%	-2%
O=C(CCC(=O)N1CCOCC1)Nc1ccc(Cl)c(Cl)c1	-5%	0%	-20%	u	25%	-3%	-2%	5%	7%	-1%
CC(=O)Oc1ccc(C(=O)Nc2cccc3c2CCCC3)cc1	12%	-8%	6%	-22%	-14%	4%	12%	1%	1%	-16%
Cc1cccc2c1N1C(=O)c3c(C(=O)O)cccc3C1CC2C (stereo not drawn)	1%	-7%	3%	u	-9%	14%	u	-5%	3%	-5%
COc1ccccc1-n1c(CCn2nc(C)c(Br)c2C)n[nH]c1=S	-6%	-14%	-3%	10µM*	-2%	2%	u	-4%	-5%	-13%
CS(=O)(=O)N(CC(=O)O)c1cc(Cl)cc(Cl)c1	6%	2%	2%	-16%	0%	0%	0%	2%	-6%	1%
CC1=C(C)C(OCCCl)N(c2cc(O)c(Cl)cc2F)C1=O (stereo not drawn)	3%	3%	1%	12%	3%	0%	2%	-3%	-2%	1%
Clc1cccc(Cl)c1CO/N=C/c1cccs1	-16%	24%	1%	-4%	-1%	-3%	4%	-2%	-1%	-1%
COc1cccc2c1C(=O)CC2NC(=O)C(F)(F)F (stereo not drawn)	1%	2%	x	-41%	0%	0%	-12%	0%	-5%	2%
O=C1NC2(CCSC2)C(=O)N1CC(=O)N(Cc1ccccc1)C1CCS(=O)(=O)C1 (stereo not drawn)	0%	-23%	-3%	-23%	-2%	2%	10%	0%	-2%	-3%
Cc1cc2cc(CNC(=O)Nc3ccc(Cl)c(Cl)c3)ccc2n1C	4%	5%	-3%	30%	-1%	0%	1%	-3%	0%	-2%
O=c1[nH]cc(S(=O)(=O)NCc2ccccc2)c(=O)[nH]1	9%	-7%	-2%	7%	9%	0%	-1%	0%[9.26 µM]	-1%	1%
CCCN(CC(=O)Nc1ccccc1C)C(=O)/C=C/c1ccc(S(=O)(=O)N2CCCCCC2)cc1	-55%	x	-16%	x	0%	-4%	x	3%	-3%	-1%
CCOC(=O)c1cnn(-c2nc(OCC)cc(OCC)n2)c1C	-2%	0%	17%	-39%	0%	0%	3%	-7%	9%	-1%
Cc1ccnc(SCc2cc(=O)c(OC(=O)c3ccco3)co2)n1	-1%	-6%	1%	0%	-9%	-1%	-1%	2%	-2%	-4%
CN1C(=O)/C(=C/c2ccc(C(F)(F)F)cc2)Sc2ccc(C(=O)N3CCN(c4ccccn4)CC3)cc21	-7%	0%	-1%	-9%	6%	-6%	0%	-12%	-6%	8.5µM*
COc1ccc(C(=O)NNC(=O)c2ccncc2)cc1	-9%	-3%	6%	2%	15%	0%	-3%	1%	3%	-5%
CC1CCN(C(=S)c2ccc([N+](=O)[O-])cc2)CC1	-15%	u	2%	3%	-6%	1%	14%	2%	-2%	3%
Cc1nnc(SCC(=O)NCc2ccccc2)s1	-4%	6%	3%	31%	0%	-2%	1%	0%	2%	0%
CCC(C)c1ccc(OCc2ccc(C(=O)OC)o2)cc1 (stereo not drawn)	8%	-3%	1%	26%	-3%	0.63µM*	-24%	u	0.5µM*	u
C=CCn1c(NC)cc(=O)n(C)c1=O	3%	-4%	3%	13%	-4%	-6%	10%	-1%	6%	-2%

Records above that bear a hit mark in Rab9 prom act.
compound	MBNL1-CUG inh	uPA generation	RORgamma inh	p53 reactivation	NPC1 promoter act	Rab9 prom act
CNc1oc(/C=C/c2ccccc2)nc1C#N	29%	-6%	32%	u	u	3.2µM*
CCC(C)c1ccc(OCc2ccc(C(=O)OC)o2)cc1 (stereo not drawn)	-3%	1%	26%	-3%	0.63µM*	0.5µM*

(more compounds)
SMILES	BRCA1 expr up	MBNL1-CUG inh	uPA generation	RORgamma inh	p53 reactivation	NPC1 promoter act	VP16 counter	ELG1 genotoxic	Rab9 prom act	FLuc counter
Cc1nn(-c2ccccc2)c(C)c1-c1nnc(C(F)(F)F)o1	7%	1%	7%	0%	7%	0%	25%	-1%	7%	1%
CCOC(=O)Cc1csc(NC(=O)/C=C/c2cccc(Br)c2)n1	17%	x	-6%	6%	4%	-11%	2%	-7%	-6%	u
Cc1ccc2c(c1)CCCN2C(=O)Nc1ccc2c(c1)OCO2	0%	5%	-1%	-22%	u	8%	u	u	1%	-15%
CSc1nnc(C)c(=O)n1COC(=O)COc1ccccc1F	-26%	-11%	5%	-5%	1%	-1%	-9%	-1%	1%	-6%
